# Source: PubChem BioAssay
# APJ agonist = APJ receptor agonism; CHO-K1 APJ PathHunter beta-arrestin, luminescence; 0% DMSO wells, 100% apelin; activation, % at 20 µM; hit rate 0.11% among 330,000;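 active = activation more than six SD over the plate average, tested at 20 µM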;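 also: 0% = DMSO alone and 100% = apelin-13 at 10 nM; some results filed as inactive read as strong as hits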
#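 assay system = CHO-K1 APJ beta-arrestin complementation cell line | input = cell density 1000 per well | dosing = compound 20 µM once, DMSO 1% | timing = compound 90 min 25 °C, reagent 1 h | measured by = luminescence from split beta-galactosidase complementation, Galacton Star/Emerald II substrate | read-out basis = APJ agonist activity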
# Mdm2-MdmX inh = human Mdm2/MdmX binding inhibition. O15151+Q00987. SaOS-2 split-luciferase Mdm2/MdmX complementation, luminescence. inhibition, % at 8 µM. hit rate 3% among 330,000;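 active = inhibition of at least 50% at 8 µM in the primary screen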
# Target sequence (O15151 whole entry, looked up): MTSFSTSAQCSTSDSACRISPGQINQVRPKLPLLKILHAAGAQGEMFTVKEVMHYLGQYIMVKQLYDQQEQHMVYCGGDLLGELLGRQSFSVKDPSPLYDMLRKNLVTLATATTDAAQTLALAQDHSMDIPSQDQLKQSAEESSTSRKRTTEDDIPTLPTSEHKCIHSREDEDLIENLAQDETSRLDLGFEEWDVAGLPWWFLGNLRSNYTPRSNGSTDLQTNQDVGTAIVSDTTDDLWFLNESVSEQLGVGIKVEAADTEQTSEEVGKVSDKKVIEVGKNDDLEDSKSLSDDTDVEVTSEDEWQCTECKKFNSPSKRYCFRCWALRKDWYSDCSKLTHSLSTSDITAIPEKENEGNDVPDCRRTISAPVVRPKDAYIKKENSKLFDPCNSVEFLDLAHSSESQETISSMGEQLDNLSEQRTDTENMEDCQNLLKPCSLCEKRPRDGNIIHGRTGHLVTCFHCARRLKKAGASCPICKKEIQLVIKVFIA
# Target sequence (Q00987 whole entry, looked up): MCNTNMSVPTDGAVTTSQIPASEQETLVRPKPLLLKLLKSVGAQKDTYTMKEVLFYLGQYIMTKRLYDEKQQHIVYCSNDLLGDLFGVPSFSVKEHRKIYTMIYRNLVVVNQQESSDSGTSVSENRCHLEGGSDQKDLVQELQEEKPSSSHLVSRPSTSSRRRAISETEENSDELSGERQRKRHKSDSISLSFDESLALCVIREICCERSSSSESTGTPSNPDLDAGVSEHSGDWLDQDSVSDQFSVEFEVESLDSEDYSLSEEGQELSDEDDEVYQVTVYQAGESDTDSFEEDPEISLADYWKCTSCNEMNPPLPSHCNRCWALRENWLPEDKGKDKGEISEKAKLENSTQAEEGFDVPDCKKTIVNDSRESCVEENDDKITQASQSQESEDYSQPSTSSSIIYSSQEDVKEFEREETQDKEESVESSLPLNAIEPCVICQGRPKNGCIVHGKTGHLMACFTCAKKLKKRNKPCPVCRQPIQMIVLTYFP
# tim10-1 inh = tim10-1 yeast growth inhibition; S. cerevisiae tim10-1 ts strain growth, BacTiter-Glo, 24 h; inhibition, % at 20 µM; AID 463190; hit rate 2.2% among 330,000;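 active = inhibition of at least 40%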;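 also: mutant grown at 25 °C; 0% = DMSO wells with yeast and 100% = wells holding no yeast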
# CXCR6 block = inhibitors of human CXCR6 receptor | O00574 | CHO-K1 PathHunter CXCR6 beta-arrestin, luminescence | inhibition, % at 20 µM | hit rate 0.36% among 360,000; in the data active = inhibition above about 34%, passing the limit was not always enough;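 also: antagonist mode with CXCL16 agonist at 10 nM final; 0% = 10 nM CXCL16 with DMSO and 100% = unstimulated wells without agonist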
# TIM10 inh = TIM10 yeast growth inhibition; S. cerevisiae TIM10 strain growth, BacTiter-Glo luminescence, 24 h; inhibition, % at 10 µM; hit rate 1.4% among 330,000;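 active = inhibition of 40% or more at the single tested concentration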;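 also: wild-type TIM10 isogenic control strain grown at permissive 25 °C; 0% = DMSO yeast wells and 100% = minimal medium wells without yeast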
# tim23-1 inh = growth inhibitors of tim23-1 mutant yeast; S. cerevisiae tim23-1 growth, BacTiter-Glo luminescence, 24 h; inhibition, % at 20 µM; hit rate 1.3% among 330,000;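 active = growth inhibition of the mutant yeast at or above 50%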;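 also: temperature-sensitive mutant grown at 25 °C; plate controls were DMSO-treated mutant yeast for no effect and medium wells lacking yeast for full effect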
# UPR CHOP act = apoptotic UPR (CHOP) activation; CHO-CHOP luciferase reporter, luminescence; percent of tunicamycin response over DMSO baseline; activation, % at 10 µM; hit rate 0.34% among 330,000;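 active = at 10 µM dose, activation of 40% or more, normalized to positive control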;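 also: 100% = tunicamycin at 10 µg/mL and 0% = DMSO alone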
#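 Material: CHO-CHOP cells, stable luciferase reporter of PERK-eIF2a-CHOP signalling; quantity: 500 reporter cells seeded per well; buffer or medium: F12 medium containing 10% fetal bovine serum; compound: one dose, 10 µM in 0.5% DMSO; incubation: 6 h compound treatment, 37 °C; measured by: Steady-Glo luciferase luminescence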
# APJ antag = antagonists of human APJ apelin receptor; P35414; hit rate 0.32% among 330,000; CHO-K1 APJ beta-arrestin complementation, luminescence; inhibition, % at 20 µM;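 active = inhibition above about 40% at 20 µM, limit read from the data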;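 also: cells challenged with 10 nM apelin-13 agonist together with compound; plate controls were apelin-13 plus DMSO wells for no effect and DMSO wells lacking apelin-13 for full effect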
# XBP1 UPR activ = adaptive UPR (XBP1) activation; CHO-XBP1 luciferase reporter, IRE1-XBP1 UPR activation, luminescence; percent of tunicamycin response, DMSO as zero; activation, % at 20 µM; hit rate 0.33% among 330,000; AID 463104;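 active = versus positive control, 20 µM dose yields 30% or more activation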;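 also: 100% = tunicamycin at 10 µg/mL and 0% = DMSO only wells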
#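 incubation = overnight seeding at 37 °C, 6 h compound treatment at 37 °C | assay system = CHO-XBP1 cells stably carrying IRE1-XBP1-driven luciferase reporter | input = 1000 cells per well | detection = luciferase luminescence | dosing = single point, 20 µM final compound, 1% DMSO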
# Numbers without * were called inactive; / = not tested or not shown.
SMILES,APJ agonist,Mdm2-MdmX inh,tim10-1 inh,CXCR6 block,TIM10 inh,tim23-1 inh,UPR CHOP act,APJ antag,XBP1 UPR activ
CN1CCN(CCOc2ccc(Cl)c(Cl)c2)CC1,0.3,0.2,5.2,-6.1,3.3,-1.5,2.9,2.5,1.1
CC1CCCN(C(=O)c2cc3ccccc3cc2O)C1 (stereo not given),9.5,7.9,14.7,-13.3,12.7,26.6,2.5,-15.4,-2.9
COc1ccc(N2CCN(C3CCCCC3NS(=O)(=O)c3ccccc3)CC2)cc1 (stereo not given),-2.3,12.1,27.0,4.2,0.1,13.6,2.3,18.9,-4.2
CC(=O)c1ccc(Nc2ccc(-c3ccccc3F)nn2)cc1,-1.5,-221.6,-3.4,-6.9,-12.7,-30.9,4.5,-9.9,-0.9
CCCn1nnnc1NCc1ccccc1Cl,-1.0,-4.7,-4.9,-2.9,-6.8,-0.1,-3.1,-26.8,-3.8
COc1ccc(S(=O)(=O)NCC2CCCO2)cc1Cl (stereo not given),1.3,0.4,6.4,2.2,9.8,19.6,0.7,1.4,-5.9
O=C(CSc1nnc(Cc2cccs2)n1Cc1ccco1)Nc1cccc(Cl)c1,-4.7,27.6,17.4,5.0,21.6,13.9,-0.2,1.3,-1.5
O=C(N/N=C/c1cc(Br)c(O)c(Br)c1O)c1ccc2c(c1)OCCO2,-0.3,28.9,0.8,0.0,12.1,5.5,3.7,15.2,-2.4
Cc1ccccc1NC(=S)NCc1ccccc1,-3.0,-0.4,1.0,-4.2,3.6,25.1,-0.7,13.7,-0.8
COc1ccc(OC)c(S(=O)(=O)Nc2ccc3c(c2)C(=O)OC3)c1,-3.6,18.2,4.5,-1.6,-15.4,13.0,-1.4,-1.8,-2.6
CC(=O)NC(C)C(=O)OCc1ccc(Cl)cc1Cl (stereo not given),-3.6,-7.5,4.0,-5.3,-2.2,7.7,1.3,17.5,4.0
CCOCCn1c2ccccc2c2nc3ccccc3nc21,-3.5,27.4,29.0,-1.8,-3.9,17.6,3.8,3.6,-1.7
COC(=O)c1ccc(C)c(NS(=O)(=O)c2ccc(NC(C)=O)cc2)c1,0.3,12.2,18.0,-0.2,17.5,16.8,0.9,21.8,-0.2
O=C(Nc1nnc(C2CC2)s1)C1Cc2ccccc2CN1S(=O)(=O)c1ccccc1F (stereo not given),-3.3,-1.5,12.2,26.7,5.8,2.5,5.1,-1.4,0.8
O=C1COc2ccc(C(=O)NCc3ccc4c(c3)OCO4)cc2N1,-5.6,14.9,8.2,1.1,-25.1,0.3,0.3,-15.4,-3.2
COc1ccc(CCNC(=O)c2cc3c(=O)n4cccc(C)c4nc3s2)cc1OC,2.0,13.7,-12.0,-1.1,9.3,-4.9,0.6,7.8,11.9
N#CCCN(C(=O)CN1CCN(S(=O)(=O)c2ccc3c(c2)OCCO3)CC1)c1ccc(F)cc1,-1.8,33.5,-11.5,-1.3,4.8,-16.2,1.6,-3.8,-2.1
CCC1CCCCN1C(=O)CCc1nnc(C2CCCCC2)o1 (stereo not given),4.1,-67.9,15.6,-4.8,-6.9,19.8,3.8,18.3,2.1
CCc1cccc(NC(=O)Cc2ccc([N+](=O)[O-])cc2)c1,-1.3,6.6,7.5,-14.1,5.0,14.0,1.6,6.1,-0.1
CCn1c(-c2csc(-c3ccc(Cl)cc3)n2)n[nH]c1=S,-0.7,-12.7,-1.2,16.2,5.9,-24.9,3.2,32.2,-1.3
CCC(=O)NC(=S)NNC(=O)c1ccc(OC)cc1,-1.4,-25.2,-7.4,16.8,-33.8,-29.8,0.6,12.9,-1.4
O=C(C1=C[C@H](c2ccc(C(F)(F)F)cc2)C[C@H](OCc2ccc(CO)cc2)O1)N1CCN(Cc2ccccc2)CC1,8.8,-6.2,22.3,8.1,11.8,30.1,-2.6,-34.3,2.3
Cc1oc(C(C)(C)C)cc1C(=O)Nc1ccc(N2CCOCC2)cc1,3.2,-26.9,15.6,-4.0,15.8,18.7,-0.9,6.3,-2.6
Nc1nonc1-n1nnc(C(=O)N/N=C/c2ccccc2O)c1CN1CCCC1,0.1,52.8*,-1.9,-2.7,2.9,-4.2,0.2,-5.3,-1.1
O=C(Nc1nccs1)C(=O)c1c[nH]c2ccccc12,4.2,-46.9,-14.9,2.4,27.8,-18.4,2.2,0.0,2.2
# Additional structures follow:
SMILES,APJ agonist,Mdm2-MdmX inh,tim10-1 inh,CXCR6 block,TIM10 inh,tim23-1 inh,UPR CHOP act,APJ antag,XBP1 UPR activ
Oc1ccc(/C=N/Nc2ncc(Br)cn2)c(O)c1,-0.2,-7.3,31.5,2.2,67.0*,70.1*,4.5,3.2,1.4
CC(C)=CCC/C(C)=C/C=N/NC(=O)c1ccc([N+](=O)[O-])cc1,1.9,17.0,17.6,8.3,-1.0,-6.8,4.9,-31.7,-2.6
COc1cc(OC)cc(-n2nnnc2SCC(=O)NCCc2ccc(OC)c(OC)c2)c1,-0.7,24.8,10.0,9.6,1.6,-0.7,0.9,-2.3,0.4
c1ccc(Cn2nnnc2C(c2cccs2)N2CCCCCC2)cc1 (stereo not given),1.6,10.2,7.3,8.0,25.3,41.0,-1.3,-16.6,-0.5
COCC1CCN(C(=O)c2ccc3oc(Cc4ccccc4)nc3c2)C1 (stereo not given),4.9,2.3,8.3,-8.0,9.9,8.4,3.3,-8.3,1.5
CN(Cc1ccccc1)C(=O)c1cccc(N2C(=O)C3CC=CCC3C2=O)c1 (stereo not given),-4.2,11.1,20.2,-5.8,-1.1,4.7,-1.3,10.4,-0.1
COC(=O)c1ccc(NCCC(=O)O)cc1,-2.2,16.8,10.1,-5.4,11.7,2.5,-0.6,7.3,-2.8
CC1(C)c2[nH]c3ccccc3c2C[C@@H]2C(=O)N(Cc3ccco3)C(=O)N21,-1.2,-1.4,30.7,-6.5,28.6,26.6,-3.3,0.1,-1.4
CC(=O)c1cccc([N+](=O)[O-])c1,-2.5,15.8,-5.7,-0.4,4.4,-10.3,-1.5,10.1,-2.8
CC1CCCN(C(=O)c2ccc3c(c2)C(=O)N(CCC2=CCCCC2)C3=O)C1 (stereo not given),-2.9,-11.1,24.8,-0.7,7.9,22.5,-0.5,15.2,0.4
Cc1cc(=O)n2nc(N3CCCC(C(=O)NCCCN4CC(C)CC(C)C4)C3)sc2n1 (stereo not given),-7.2,3.3,-5.3,-17.4,-9.2,-11.5,0.9,7.7,-8.1
COc1ccc(Oc2nc3c(c(=O)n(C)c(=O)n3C)n2Cc2ccccc2)cc1,-2.6,28.0,10.7,1.2,4.0,23.5,3.8,2.0,-4.5
COc1ccccc1NC(=O)c1ccc(S(=O)(=O)N(C)c2ccccc2OC)cc1,0.3,11.8,9.8,0.4,20.6,40.4,0.6,5.3,-2.6
NC(=O)C(CC(=O)O)NC(=O)[C@@H]1CCOc2c(I)cc([N+](=O)[O-])cc2C(=O)N[C@@H](CO)C(=O)N[C@@H](Cc2ccc(O)cc2)C(=O)N1 (stereo not given in full),0.5,-5.9,10.6,/,14.0,28.3,-2.7,6.3,3.5
Cc1ccc(N2C(=O)Nc3ccccc3C2(O)C(=O)NCCCOC(C)C)cc1C (stereo not given),-4.6,14.1,-7.6,-6.7,-10.6,-10.8,1.9,2.1,-2.9
c1coc(CNC2CCCCC2)c1,-2.2,18.5,0.2,4.1,-3.5,-3.1,0.1,12.0,-4.9
Cc1nc2ccc(S(=O)(=O)NC(CC(C)C)C(=O)O)cc2s1 (stereo not given),3.7,9.9,4.3,-6.6,6.5,1.6,-1.8,-21.1,-1.4
COc1ccc(/C=C/C(=O)Nc2nonc2NC(C)=O)cc1,-0.4,0.5,10.2,-0.2,16.1,10.0,-0.5,-0.1,-1.7
O=C(O)/C=C/c1ccc(Oc2ncccn2)cc1,-4.3,-0.9,-5.4,-4.4,14.4,9.8,-0.6,7.3,3.0
O=C1NC(C(=O)O)=CC(c2ccc([N+](=O)[O-])cc2)N1 (stereo not given),-3.4,9.8,6.2,-15.8,1.9,-4.5,0.6,-27.3,-1.4
O=C(O)c1ccc(NS(=O)(=O)/C=C/c2ccccc2)cc1,-4.6,18.3,-10.7,-7.6,-18.1,-16.2,-2.4,4.6,0.5
CCCn1nnnc1NC(=O)COc1ccc(Br)cc1,-1.6,15.4,10.5,-3.2,-7.5,-5.0,0.4,9.5,-1.7
O=C(Nc1cccc(S(=O)(=O)N2CCCCC2)c1)c1ccccn1,-1.4,4.6,31.7,-1.8,11.0,26.1,0.2,1.4,-1.4
CN(C)S(=O)(=O)Nc1cccc(-c2cn3c(n2)SCC3)c1,-2.5,26.8,10.5,6.4,-3.3,6.4,0.8,-0.7,-1.1
CCOC(=O)c1c(NC(=S)NCCc2ccccc2)sc2c1CC(C(C)C)OC2 (stereo not given),-3.2,51.2*,19.5,9.8,9.2,-2.7,1.3,1.3,-2.4

# Look-ups from the entries so far:
# `O=C(Nc1nnc(C2CC2)s1)C1Cc2ccccc2CN1S(=O)(=O)c1ccccc1F` (stereo not given) in XBP1 UPR activ → 0.8
# `Cc1ccccc1NC(=S)NCc1ccccc1` in APJ agonist → -3.0
# `CN(C)S(=O)(=O)Nc1cccc(-c2cn3c(n2)SCC3)c1` in CXCR6 block → 6.4
# `COc1ccccc1NC(=O)c1ccc(S(=O)(=O)N(C)c2ccccc2OC)cc1` in CXCR6 block → 0.4
# `COC(=O)c1ccc(C)c(NS(=O)(=O)c2ccc(NC(C)=O)cc2)c1` in TIM10 inh → 17.5

# (next part)
SMILES,APJ agonist,Mdm2-MdmX inh,tim10-1 inh,CXCR6 block,TIM10 inh,tim23-1 inh,UPR CHOP act,APJ antag,XBP1 UPR activ
COc1ccc(/C=C/C(=O)Nc2ccc(C)c(S(=O)(=O)N3CCOCC3)c2)cc1,17.6,36.8,-20.0,-8.6,-2.7,16.4,2.2,-19.4,0.3
CC1(C)CC(NC(=O)c2cccc(F)c2)CC(C)(C)N1,-3.9,18.6,19.7,-12.7,8.1,6.8,1.3,-4.4,-1.2
O=C1c2ccccc2S(=O)(=O)c2cc(N3CCN(c4ccccc4)CC3)ccc21,8.2,-0.1,2.5,/,9.8,21.4,0.2,-1.2,-0.3
Cc1ccc(C(=O)NCC(=O)OCC(=O)NCCc2ccccc2)s1,-1.3,-13.2,-3.2,1.6,-4.0,10.9,0.7,5.2,1.0
O=C(CC1Nc2cccc3cccc(c23)NC1=O)Nc1ccccc1 (stereo not given),1.4,-2.1,10.3,-16.8,15.0,6.4,2.1,-39.8,1.9
COc1ccc(Cn2nnnc2CN2CCc3ccccc32)cc1,-3.3,-7.8,26.3,-1.0,19.3,37.2,1.8,4.4,0.4
CCOC(=O)[C@H]1[C@H]2COc3cc(OC)ccc3[C@@H]2N2C(=O)CN(Cc3ccccc3)C(=O)[C@@]12C,-2.7,9.6,6.5,1.5,0.0,4.4,1.3,13.6,-5.0

# Single records, as listed above. Screens in order: APJ agonist, Mdm2-MdmX inh, tim10-1 inh, CXCR6 block, TIM10 inh, tim23-1 inh, UPR CHOP act, APJ antag, XBP1 UPR activ
# Results for O=C(Nc1nccs1)C(=O)c1c[nH]c2ccccc12 : 4.2, -46.9, -14.9, 2.4, 27.8, -18.4, 2.2, 0.0, 2.2
# Results for COc1ccc(N2CCN(C3CCCCC3NS(=O)(=O)c3ccccc3)CC2)cc1 (stereo not given) : -2.3, 12.1, 27.0, 4.2, 0.1, 13.6, 2.3, 18.9, -4.2

# Not all compounds are listed; rates above refer to the full screens.
